NCI-60 one-dose screen, 48 h, at 10 µM unless noted. Numbers give growth in % (100 = growth as untreated, 0 = no growth, -100 = all killed).
SF-295: SF-295 CNS cancer cells. actives 5.6% (n = 79,000). AID 1794758
786-0: 786-0 renal cancer cells. actives 5.1% (n = 81,000)
TK-10: TK-10 renal cancer cells; actives 3.9% (n = 81,000); AID 1794769
DU-145: DU-145 prostate cancer | actives 4.2% (n = 81,000) | AID 1794760
PC-3: PC-3 prostate cancer cells; AID 1794754; actives 3.9% (n = 80,000)
UO-31: UO-31 renal cancer; actives 5.2% (n = 81,000)
U251: U251 CNS tumor cells; actives 5.4% (n = 80,000)
SF-539: SF-539 CNS cancer | AID 1794752 | actives 6.8% (n = 81,000)
SN12C: SN12C renal cancer cells; actives 3.8% (n = 81,000); AID 1794767
An asterisk follows results filed as active; · = not tested or not shown; & = joins results of further samples. The calls were made as follows: active = growth percent below 10; inactive = the rest.

1: COc1cccc(/C=C2\C(=N)N=C(SCc3nc4ccccc4[nH]3)NC2=O)c1
2: COc1ccc(Nc2cc(Cl)ccc2C(=O)O)cn1
3: N#Cc1nc(-c2ccccc2)oc1NCC(c1ccco1)N1CCCC1 (stereo not drawn)
4: CC1(C)COC(Cc2ccccc2)=N1
5: O=C(N/N=C/c1ccc(F)cc1)c1[nH]c2ccc(I)cc2c1-c1ccccc1
6: COC(=O)[C@]1(Cc2ccccc2)[C@H](C)C(=O)N1C[C@H](Cc1ccccc1)N(Cc1ccccc1)Cc1ccccc1
screen / no.	1	2	3	4	5	6
SF-295	103	138	98	99	22	57
786-0	104	111	98	114	28	71
TK-10	128	156	104	104	65	50
DU-145	112	110	99	110	16	78
PC-3	105	99	88	105	21	28
UO-31	51	89	83	108	46	62
U251	98	105	91	111	20	51
SF-539	98	105	101	102	-18*	92
SN12C	113	93	90	106	33	·

7: Cc1ccc(C(=O)C[n+]2cn(CC(=O)Nc3cccc4cccnc34)c3ccccc32)cc1
8: O=C1c2c(nc3ccccn23)NC(c2cccnc2)=N[C@H]1Cc1ccccc1
9: CCC(=C(c1ccc(OCCN2CCCCCC2)cc1)c1ccc(OCCN2CCCCCC2)cc1)c1ccc(Cl)cc1
10: CCCn1c(=O)c2c(nc(-c3cccc(OCCCCl)c3)n2Cc2ccccc2)n(CCC)c1=O
11: Clc1ccc2sc3ncc(-c4ccc(Br)cc4)n3c2c1
12: CC12CC(=O)C34OCC(=O)N3c3ccccc3C(O1)C4C2O (stereo not drawn)
screen / no.	7	8	9	10	11	12
SF-295	102	98	-77*	77	·	108
786-0	·	101	-81*	88	105	103
TK-10	98	117	114	89	167	128
DU-145	104	113	39	93	102	107
PC-3	84	100	28	62	100	92
UO-31	74	92	14	61	78	72
U251	94	95	-70*	81	98	96
SF-539	97	101	-80*	81	99	92
SN12C	86	112	48	78	97	87

13: Cn1ccnc1[C@@H]1C[C@@H]2C(=O)N(c3ccccc3)C(=O)[C@@H]2c2c1n(C)c1ccccc21
14: COc1ccc(-c2ccc(OC)c(OC)c2OC)c(OC)c1OC
15: O=C(Nc1ccccc1C(=O)NCC1CC1)c1cccs1
16: COc1ccc2c(c1)CCC1=C2CCC2(C)C(=O)CC=C12 (stereo not drawn)
17: Cc1[nH]c(=S)[nH]c(=O)c1Cc1c(O)ccc2ccccc12
18: CCN(CC)CCNC(=O)c1ccc(N)cc1
screen / no.	13	14	15	16	17	18
SF-295	101	114	87	96	97	109
786-0	101	103	101	100	103	100
TK-10	100	110	114	110	111	105
DU-145	110	112	118	110	105	113
PC-3	·	112	95	66	96	94
UO-31	81	81	89	80	64	91
U251	97	101	·	83	92	107
SF-539	95	102	101	95	83	·
SN12C	97	102	100	89	99	101

19: COc1cc(OC)cc(C(=O)Nc2ccc(CN3CCc4nc5cc(OC)c(OC)cc5cc43)cc2)c1
20: O=C(CSc1nnc(-c2cc(Cl)cc(Cl)c2Cl)o1)c1ccc(Cl)cc1
21: Nc1c(Br)cc(Br)cc1-c1n[nH]c(=O)[nH]c1=O
22: COc1ccc(OC)c2c(=O)cc(C)[nH]c12
23: O=[N+]([O-])c1ccc(S)cc1
24: COc1ccc(-c2cc(O)c(C(=O)N3CCOCC3)s2)cc1
screen / no.	19	20	21	22	23	24
SF-295	100	108	98	97	102	99
786-0	102	100	100	95	103	101
TK-10	114	131	·	97	109	107
DU-145	100	75	114	115	121	107
PC-3	84	99	99	92	93	97
UO-31	85	71	74	87	88	82
U251	86	94	100	·	100	94
SF-539	101	109	92	124	94	102
SN12C	98	103	109	103	104	98

25: CCN(CC)c1ccc(C=O)c(OCc2cn(CC(=O)Nc3ccccc3F)nn2)c1
26: O=C(Nc1nc2ccccc2s1)c1ccc(Cc2n[nH]c(=O)c3cccnc23)cc1
27: Brc1ccccc1-c1cn2c(ccc3ccccc32)n1
28: N#CCCOC(=O)c1ccccc1C(=O)O
29: Fc1cccc(-c2[nH]nc3nc(Nc4cccnc4)sc23)c1
30: Oc1ccc(CCC2CCCCC2)c(O)c1
screen / no.	25	26	27	28	29	30
SF-295	103	104	96	118	27	112
786-0	100	105	105	99	54	95
TK-10	106	113	127	106	77	103
DU-145	107	117	107	111	29	107
PC-3	95	96	90	95	33	84
UO-31	92	74	64	102	46	63
U251	88	104	103	102	39	94
SF-539	96	98	89	111	24	102
SN12C	99	98	106	102	58	94

31: O=C1/C(=C/c2ccccc2[N+](=O)[O-])C(c2ccccc2)Oc2ccccc21 (stereo not drawn)
32: O=C(c1ccncc1)N1N=C(c2ccc(Cl)cc2)CC1c1c[nH]c2ccccc12 (stereo not drawn)
33: Cc1nnc(SCc2nc3sc4c(c3c(=O)[nH]2)CCCC4)s1
34: C=C(C)[C@@H]1CC[C@@]2(C(=O)O)CC[C@]3(C)C(CCC4[C@@]5(C)CCC(OS(=O)(=O)c6ccccc6)C(C)(C)C5CC[C@]43C)C12 (stereo partly drawn)
35: COc1cc2nc(N3CCCC3)nc(Nc3ccccc3)c2cc1OC
36: CNC(=O)c1cc(Oc2ccc3nc(NC(=O)NCCCN4CCCC4)sc3c2)ccn1
screen / no.	31	32	33	34	35	36
SF-295	105	97	85	-33*	-63*	102
786-0	96	104	107	57	-90*	104
TK-10	142	107	96	60	16	117
DU-145	96	102	108	55	9.8*	102
PC-3	90	83	84	44	29	84
UO-31	74	45	88	49	-53*	82
U251	91	93	97	41	·	89
SF-539	102	97	99	52	-87*	107
SN12C	89	93	97	62	-53*	100

37: c1ccc2nc3c(cc2c1)sc1ncccc13
38: Fc1cccc(-n2ncc3c(Nc4ccc(-c5nnc(-c6ccccc6)o5)cc4)ncnc32)c1
39: CC(=O)O[C@H]1CC[C@]2(C)C34OC3C[C@]3(C)[C@@H](C(C)=O)CC[C@H]3[C@]43C=C[C@@]2(C1)C1C(=O)OC(=O)C13 (stereo partly drawn)
40: COc1ccc(-c2nnn(-c3ccc(Cl)cc3)c2N)cc1OC
41: NS(=O)(=O)c1ccc(-n2ncc(NC(=O)Nc3ccc(S(=O)(=O)Nc4nccs4)cc3)c2-c2ccccc2)cc1
42: C=C(C)[C@@H]1CC[C@]2(CN)CC[C@]3(C)[C@H](CC[C@@H]4[C@@]5(C)CCCNC(C)(C)[C@@H]5CC[C@]43C)[C@@H]12
screen / no.	37	38	39	40	41	42
SF-295	101	99	98	93	99	-60*
786-0	99	105	97	101	96	-97*
TK-10	141	121	100	109	96	-11*
DU-145	102	106	104	98	109	-53*
PC-3	91	101	99	94	111	-11*
UO-31	72	103	88	88	97	5.3*
U251	92	102	99	110	102	-90*
SF-539	87	95	98	100	98	-32*
SN12C	93	102	103	98	99	-26*

43: Nc1ccc(S(=O)(=O)Nc2ccccc2)cc1
44: NC(Cc1c[nH]c2ccccc12)C(=O)O (stereo not drawn)
45: CC(C)OC(CCC#N)c1ccccc1 (stereo not drawn)
46: CCN(CC)CCNc1ccc([N+](=O)[O-])c2sc3ccccc3c(=O)c12
47: CC(=O)Oc1cccc(C(=O)O)c1OC(C)=O
48: C#CCCCCCCC[C@@H]1OC(=O)[C@H]([C@@H](C)CC)NC(=O)[C@H]([C@@H](C)CC)NC(=O)CC(=O)[C@@H]1C
screen / no.	43	44	45	46	47	48
SF-295	92	102&99	107	7.9*	102	99
786-0	96	100&69	105	37	102	101
TK-10	108	99&103	88	64	98	117
DU-145	114	113&103	106	·	119	106
PC-3	100	87&91	90	27	100	86
UO-31	87	73&92	91	-10*	103	67
U251	110	97&103	96	23	98	103
SF-539	107	97&94	104	22	102	98
SN12C	106	101&101	106	29	94	99

49: CCN1CCN(C(=O)[C@]23CCC(C)(C)C[C@@H]2C2=CC[C@@H]4[C@@]5(C)CCC(=O)C(C)(C)[C@@H]5CC[C@@]4(C)[C@]2(C)CC3)CC1
50: COc1ccc2c(c1)CC[C@@H]1[C@@H]2CC[C@]2(C)C3C(=CC(COC(C)=O)C4C(=O)c5c(O)cccc5C(=O)C43)C[C@@H]12 (stereo partly drawn)
51: COc1ccc(C(=O)c2sc3nc(-c4cccs4)ccc3c2N)cc1OC
52: O=C1N=C(N2CCOCC2)S/C1=C/c1ccco1
53: O=C(O)c1ccccc1-c1ccccc1C(=O)Nc1ccc2c(c1)C(O)c1ccccc1-2 (stereo not drawn)
54: O=C(Nc1ccc(Cl)cc1)OCC12COCN1COC2
screen / no.	49	50	51	52	53	54
SF-295	76	99	51	100	104	·
786-0	50	84	71	100	119	97
TK-10	80	115	49	101	112	113
DU-145	77	91	81	110	92	107
PC-3	26	59	39	97	85	97
UO-31	34	101	46	·	64	90
U251	47	91	59	103	·	109
SF-539	49	92	55	95	95	107
SN12C	52	103	62	95	82	95

55: O=C(O)c1ccnc(Br)c1
56: c1ccc(-c2nc3ccccc3n3cccc23)cc1
57: Oc1ccc(Br)cc1Sc1cc(Br)ccc1O
58: CCOC(=O)C1=C(c2ccccc2)N=C2SC=C(c3ccc(Cl)cc3)N2C1c1ccc(Br)cc1 (stereo not drawn)
screen / no.	55	56	57	58
SF-295	100	90	99	89
786-0	102	97	100	81
TK-10	104	97	115	103
DU-145	111	121	76	90
PC-3	86	81	65	41
UO-31	91	80	33	73
U251	100	93	47	86
SF-539	97	·	45	95
SN12C	113	93	24	84

Filtered by structure: the entries above containing bromine (six)
11: Clc1ccc2sc3ncc(-c4ccc(Br)cc4)n3c2c1
21: Nc1c(Br)cc(Br)cc1-c1n[nH]c(=O)[nH]c1=O
27: Brc1ccccc1-c1cn2c(ccc3ccccc32)n1
55: O=C(O)c1ccnc(Br)c1
57: Oc1ccc(Br)cc1Sc1cc(Br)ccc1O
58: CCOC(=O)C1=C(c2ccccc2)N=C2SC=C(c3ccc(Cl)cc3)N2C1c1ccc(Br)cc1 (stereo not drawn)
screen / no.	11	21	27	55	57	58
SF-295	·	98	96	100	99	89
786-0	105	100	105	102	100	81
TK-10	167	·	127	104	115	103
DU-145	102	114	107	111	76	90
PC-3	100	99	90	86	65	41
UO-31	78	74	64	91	33	73
U251	98	100	103	100	47	86
SF-539	99	92	89	97	45	95
SN12C	97	109	106	113	24	84

Screening data as filed in PubChem BioAssay.
